# Screening data (PubChem)
# DNMT1 block = DNMT1 (human) enzyme inhibition | DNMT1 molecular beacon, Hinp1I cleavage, fluorescence | P26358 | inhibition (reported as % activation of signal), % at 10 µM | 360,000 tested, 0.83% active; in the data active = inhibition above about 50%
# STEP inh = blocks human striatal-enriched tyrosine phosphatase | recombinant STEP, OMFP fluorogenic substrate, fluorescence | inhibition, % at 20 µM | 360,000 tested, 0.25% active;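 active = inhibition at 20 µM, scaled per plate between control wells, above about 37%, limit read from the data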;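 also: 0% = DMSO with enzyme and substrate and 100% = substrate only without enzyme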
# Target sequence (P54829 whole entry, looked up): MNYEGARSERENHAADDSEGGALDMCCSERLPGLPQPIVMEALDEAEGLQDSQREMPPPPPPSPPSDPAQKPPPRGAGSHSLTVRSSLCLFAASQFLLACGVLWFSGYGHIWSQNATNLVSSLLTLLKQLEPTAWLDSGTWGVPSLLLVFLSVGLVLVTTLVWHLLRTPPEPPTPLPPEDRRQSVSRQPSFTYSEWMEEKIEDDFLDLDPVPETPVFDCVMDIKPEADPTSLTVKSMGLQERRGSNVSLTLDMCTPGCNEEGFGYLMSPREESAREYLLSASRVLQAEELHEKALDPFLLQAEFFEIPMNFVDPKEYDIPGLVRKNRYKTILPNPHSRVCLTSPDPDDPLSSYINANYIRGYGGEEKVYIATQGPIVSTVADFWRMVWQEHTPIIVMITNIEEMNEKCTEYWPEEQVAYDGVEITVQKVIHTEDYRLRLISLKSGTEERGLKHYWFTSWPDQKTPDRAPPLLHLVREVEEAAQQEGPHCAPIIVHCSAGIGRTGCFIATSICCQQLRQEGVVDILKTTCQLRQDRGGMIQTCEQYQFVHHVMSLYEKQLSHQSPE
#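 Measure: Control-normalized % inhibition with plate pattern correction | Test system: STEP phosphatase, cell-free reaction | Medium: pH 6.0 Bis-Tris with DTT and Tween 20 | Technique: Fluorescence, 480/540 nm | Times: Reaction 20 min, ambient temperature | Doses: Single compound dose of 20 µM, 1% DMSO final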
# Scp-1 inhibitor = blocks human Scp-1 phosphatase activity | AID 493091 | Q9GZU7 | Recombinant Scp1, phosphopeptide, malachite green phosphate absorbance | 340,000 tested, 0.88% active | inhibition, % at 20 µM;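 active = inhibition above about 50% at 20 µM, limit read from the data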;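 also: plate controls were DMSO wells with enzyme for no effect and wells lacking enzyme for full effect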
# Target sequence (Q9GZU7 76-261 limits assumed): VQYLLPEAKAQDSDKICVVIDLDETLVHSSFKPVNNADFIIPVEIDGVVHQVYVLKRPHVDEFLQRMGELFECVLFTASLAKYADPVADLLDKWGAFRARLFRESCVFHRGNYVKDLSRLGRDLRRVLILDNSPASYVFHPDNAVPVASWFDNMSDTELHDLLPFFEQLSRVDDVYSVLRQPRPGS
#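 Incubation: 45 min enzyme reaction at room temperature / System: truncated SCP-1 phosphatase (76-261aa) / Reagent: Phospho 17-mer peptide substrate / Buffer or medium: Acidic Tris acetate buffer with magnesium and detergent / Signal: absorbance at 630 nm / Doses: one concentration, 20 µM, with 1.0% DMSO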
# NadD inh = NadD (S. aureus) enzyme inhibition. inhibition, % at 20 µM. 360,000 tested, 0.78% active. AID 602399. purified NadD enzyme, colorimetric absorbance read-out; in the data active = inhibition above about 26%; also: some compounds past the cut are filed as inactive
# MT1-MMP act inh = blocks activation of human MT1-MMP. P50281. HT1080 RFP-PRO-GFP cells, GFP/RFP ratio fluorescence, overnight; percent of plate control window, DMSO zero. GFP/RFP ratio change, % at 20 µM. 360,000 tested, 0.061% active. AID 651647;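 active = GFP/RFP ratio change of at least 30% with cell ATP level not reduced by more than half and red fluorescence within 50% of control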; also: strong numbers were not always called active
#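 Read-out: GFP/RFP fluorescence ratio; Test system: RFP-PRO-GFP reporter HT1080 cells; Compound dosing: single-point 20 µM compound, 1% DMSO; Times: overnight compound exposure at 37 °C.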
# SKN-1 inh = inhibitors of C. elegans SKN-1. C. elegans VP596 Pgst-4::GFP/RFP ratio, acrylamide-induced, 24 h. inhibition, % at 21.8 µM. 360,000 tested, 0.49% active. AID 624304;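 active = interference check ratio from 0.5 to 1.5 plus GFP to RFP signal ratio inhibition reaching or exceeding a fixed threshold, cut at about 30% in these data, passing the limit was not always enough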; also: some compounds called inactive have numbers as strong as hits
# SUMO1-SIM PPI = SUMO1-SIM interaction modulation; inhibition, % at 20 µM; SUMO1 binding to a labelled peptide, TR-FRET, 1 h; 360,000 tested, 0.33% active; in the data active = inhibition above about 37%
# Target sequence (P63165 whole entry, looked up): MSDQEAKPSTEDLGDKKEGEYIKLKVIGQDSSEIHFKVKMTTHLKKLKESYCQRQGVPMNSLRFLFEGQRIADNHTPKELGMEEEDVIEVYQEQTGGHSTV
# LMPTP block = blocks human LMPTP phosphatase; P24666; recombinant LMPTP-A, OMFP fluorogenic substrate, fluorescence intensity; inhibition, % at 20 µM; 360,000 tested, 0.22% active; AID 651560;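 active = compounds that cut the enzyme signal by at least half of the control window in the single-dose screen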;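 also: plate controls were DMSO wells with enzyme plus substrate for no effect and substrate without enzyme for full effect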
# Target sequence (P24666 whole entry, looked up): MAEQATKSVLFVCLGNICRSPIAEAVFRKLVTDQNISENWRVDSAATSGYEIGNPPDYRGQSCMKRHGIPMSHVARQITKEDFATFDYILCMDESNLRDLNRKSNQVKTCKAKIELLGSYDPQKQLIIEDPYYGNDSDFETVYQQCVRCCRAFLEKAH
#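 Test system: LMPTP-A, protein tyrosine phosphatase of low molecular weight; Input: 0.625 nM enzyme; Incubation: 50 min dark incubation at room temperature; Signal: endpoint fluorescence intensity from OMFP dephosphorylation; Read-out basis: % inhibition versus control wells.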
# Rpn11 inh = blocks the human proteasome subunit Rpn11; O00487; 360,000 tested, 0.59% active; human 26S proteasome, Ub4-pepOG fluorescence polarization; 20S core pre-blocked with epoxomicin; calls only at 20 µM;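 active = inhibition at 20 µM, scaled to each plate's controls, above about 33%, limit read from the data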
# NRP1-CendR mod = alters CendR peptide binding to human NRP-1 | O14786 | FAM-RPARPAR peptide binding to NRP-1, fluorescence polarization | 360,000 tested, 0.85% active | inhibition, % at 25 µM;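 active = inhibition or corrected inhibition above about 18%, plus a signal ratio from 0.5 to 1.5, limit read from the data, passing the limit was not always enough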; also: strong numbers were not always called active
# * = called active by the depositor; i = inactive; x = not tested or not shown.
SMILES,DNMT1 block,STEP inh,Scp-1 inhibitor,NadD inh,MT1-MMP act inh,SKN-1 inh,SUMO1-SIM PPI,LMPTP block,Rpn11 inh,NRP1-CendR mod
COc1cc(OC)cc(-c2c(-c3ccc(F)cc3)c3cc(-c4ccc(OC)nc4)ccc3n2C)c1,7,2,5,11,-2,14,-3,2.8,i,-1
O=c1[nH][nH]cc1C=Nc1ccc(Cl)cc1,-4,-2,-1,1,2,11,-5,-2.6,i,6
Cc1ccc(-n2nc3c(c2NC(=O)C(C)C)CS(=O)(=O)C3)c(C)c1,-3,-4,-3,-3,3,-2,2,-0.4,i,-2
C[C@@H]1CN([C@@H](C)CO)C(=O)CCCn2nncc2CO[C@H]1CN(C)C(=O)OCc1ccccc1,3,2,x,-5,0,-13,7,-2.4,i,-2
Cc1nc(COC(=O)c2cc(O)c3ccccc3c2O)cs1,-12,-4,69*,-1,-4,14,-19,0.9,i,6
CN(CC(=O)Nc1ccccc1Br)C(=O)c1ccccc1OCc1ccccc1Cl,-1,-2,-11,-10,-8,3,2,0.9,i,7
CCc1c(C2(O)CCCCC2)[nH]c2cnccc12,1,-2,-3,-7,-4,-10,-16,-0.8,i,11
CCOc1cc2c3c(c1)C1(C(=O)N3C(C)(C)C=C2C)C(C#N)=C(N)Oc2cc(O)ccc21 (stereo not given),-5,-5,0,-2,-7,-13,4,1.7,i,18
CC(C)(C)NC(=O)c1ccncc1,0,-1,1,2,4,4,-3,-3.1,i,6
Cc1ccc(C(=O)NCCONC(=O)c2ccc(C)cc2)cc1,0,-2,14,-5,0,-16,-4,-1.1,i,10
CN(C)CCCC1(O)c2ccccc2C=Cc2ccccc21,-3,3,0,-5,-5,10,-8,-1.1,i,4
C[C@H]1COC(=O)CC/C=C\C[C@H](CC(=O)N(CCO)Cc2ccccc2)C(=O)N1,3,-2,-8,-4,1,24,1,2.6,i,10
COc1cc(/C=N\NC(=O)CC#N)ccc1OC/C=C/c1ccccc1,-14,-4,-4,16,-4,-5,1,1.1,i,6
O=c1c2cnn(-c3ccccc3)c2ncn1Cc1cccnc1,4,-2,1,-7,3,17,1,-2.2,i,-8
N#CC(C#N)=C(N)/C(C#N)=C/c1cc(O)c(O)c(O)c1,-2,2,-1,3,-18,93*,-20,51*,x,-251

# Shown with each value named: entries from further up
smiles: CCc1c(C2(O)CCCCC2)[nH]c2cnccc12
  DNMT1 block: 1; STEP inh: -2; Scp-1 inhibitor: -3; NadD inh: -7; MT1-MMP act inh: -4; SKN-1 inh: -10; SUMO1-SIM PPI: -16; LMPTP block: -0.8; Rpn11 inh: i; NRP1-CendR mod: 11

smiles: CCOc1cc2c3c(c1)C1(C(=O)N3C(C)(C)C=C2C)C(C#N)=C(N)Oc2cc(O)ccc21 (stereo not given)
  DNMT1 block: -5; STEP inh: -5; Scp-1 inhibitor: 0; NadD inh: -2; MT1-MMP act inh: -7; SKN-1 inh: -13; SUMO1-SIM PPI: 4; LMPTP block: 1.7; Rpn11 inh: i; NRP1-CendR mod: 18

smiles: CC(C)(C)NC(=O)c1ccncc1
  DNMT1 block: 0; STEP inh: -1; Scp-1 inhibitor: 1; NadD inh: 2; MT1-MMP act inh: 4; SKN-1 inh: 4; SUMO1-SIM PPI: -3; LMPTP block: -3.1; Rpn11 inh: i; NRP1-CendR mod: 6

smiles: Cc1ccc(C(=O)NCCONC(=O)c2ccc(C)cc2)cc1
  DNMT1 block: 0; STEP inh: -2; Scp-1 inhibitor: 14; NadD inh: -5; MT1-MMP act inh: 0; SKN-1 inh: -16; SUMO1-SIM PPI: -4; LMPTP block: -1.1; Rpn11 inh: i; NRP1-CendR mod: 10

# The listing continues.
SMILES,DNMT1 block,STEP inh,Scp-1 inhibitor,NadD inh,MT1-MMP act inh,SKN-1 inh,SUMO1-SIM PPI,LMPTP block,Rpn11 inh,NRP1-CendR mod
O=C(O)CCCCCNC(=O)OCC1c2ccccc2-c2ccccc21,2,1,1,-4,2,-9,0,0.5,i,0
CC(=O)N1CCN(S(=O)(=O)c2cccc(C(=O)Nc3ccccc3N3CCCCC3)c2)CC1,-3,4,4,-11,-5,8,-9,0.3,i,-3
CC1Cc2ccccc2N1C(=O)NC1CC(=O)N(c2ccc3c(c2)OCCO3)C1 (stereo not given),16,-1,-8,-7,2,-6,-1,-1.0,i,-7
CCC(C)NCCOCCOc1cc(C)c(Cl)c(C)c1 (stereo not given),2,1,-1,-12,-3,2,0,-1.2,i,13
Cc1cccc(Cc2c(C)nc3c(C(=O)N4CCN(Cc5ccc6c(c5)OCO6)CC4)cnn3c2C)c1,-4,-3,8,0,5,-4,5,-0.7,i,4
Cc1ccc(C(=O)N/N=C\C2CC=CCC2)cc1[N+](=O)[O-] (stereo not given),2,1,-11,3,2,15,-14,-1.3,i,10
COCC(=O)N(CCc1ccccc1)Cc1cc2cc(C)ccc2nc1Cl,6,-1,-4,-3,1,-12,3,-0.9,i,4
O=C(CSC1=NS(=O)(=O)c2cc(F)ccc2N1)NCc1ccccc1,2,-2,2,-3,6,-5,0,-1.6,i,7
Clc1ccccc1/C=N/N1CCN(Cc2ccccc2)CC1,0,2,-2,3,0,0,5,-0.6,i,1
C=CCNC(=O)c1onc(CSc2ccc(Cl)cc2)c1C(=O)NCC=C,-4,-1,-4,-12,10,1,10,0.6,i,6
Cn1c(=O)c2c(ncn2CC(=O)Nc2nc(-c3ccc(F)c(F)c3)cs2)n(C)c1=O,1,0,1,5,5,11,1,0.2,i,-17
CCOC(=O)c1cncc(O)c1,2,-1,2,-5,0,-3,0,-1.1,i,-3
CC(=O)Nc1ccccc1O,-2,0,-17,-2,12,-6,-2,1.1,i,-3
O=S(=O)(c1ccc(Cl)s1)N1CCCCC1,1,0,1,-4,0,-3,1,-0.7,i,12
COc1ccc(CC(NC(C)=O)C(=O)NC2CCN(C(=O)Nc3ccc(C#N)cc3)CC2)cc1OC (stereo not given),0,1,-3,0,1,11,-2,-0.8,i,16
Cc1ccc(C(=O)c2ccc(N3CCOCC3)c(F)c2)cc1,-1,-2,-5,-4,4,-6,-5,-1.5,i,-1
CCOC(=O)CNC(=O)CCNS(=O)(=O)c1ccc2c(c1)c(=O)n(C)c(=O)n2C,4,1,-4,-2,1,7,4,-0.5,i,9
Cc1cc(NC(=O)/C=C/C(=O)N(CC(=O)NC2CCCC2)c2cccc3ccccc23)no1,0,2,-5,-8,0,5,-6,-0.5,i,-7
CCCCC(CC)C(=O)Nc1ccccc1C#N (stereo not given),5,-2,0,-1,4,-13,0,0.0,i,-9
Cc1ccc(CN(C(=O)N2CCN(C)CC2)S(=O)(=O)c2ccc(C)cc2)cc1,4,-2,0,-1,-3,-4,1,-2.2,i,-3
O=S(=O)(c1ccc(Cl)cc1)N1CCN(C(=S)Nc2ccc(F)c(Cl)c2)CC1,10,0,-8,-1,11,-4,2,3.2,i,1
Cc1ccc(CSc2nnc(CNc3ccc(F)cc3)o2)cc1,3,-2,-12,-5,1,15,-2,0.7,i,3
COc1ccc(OC)c(NC(=O)Nc2ccc(Cl)cc2)c1,4,0,-3,-9,3,-15,-2,1.5,i,6
Cc1ccccc1NC(=O)c1cc(S(=O)(=O)N2CCOCC2)cs1,5,0,0,3,-1,-8,8,0.3,i,15
Cc1cc(/C=N/NC(=O)c2ccc(CN3CCOCC3)cc2)c(C)n1-c1ccccc1,-8,1,0,5,8,-1,-4,-0.5,i,13
CC(=O)c1cccc(NC(=O)N2CCc3ccccc3C2)c1,-4,-5,2,-1,0,-1,-1,0.0,i,-8
COc1ccc(CNC(=O)c2cnc3n(c2=O)CCS3)cc1,0,-1,-13,0,-3,7,4,0.8,i,-9
N#Cc1ccc(/C=C2\CCn3c2nc2cc(C(=O)O)ccc2c3=O)cc1,7,-2,1,4,0,1,-16,-0.8,i,-2
CC1CCCCN1S(=O)(=O)c1ccc(C(=O)Nc2nnc(C3=COCCO3)o2)cc1 (stereo not given),5,1,-10,8,-3,-8,-1,-0.7,i,5
Cc1cc(-c2ccccc2)[nH]c(=O)c1S(=O)(=O)c1ccc(Cl)cc1,20,-3,-3,3,3,7,1,-1.2,i,-7

# One compound at a time (already shown). Screens in order: DNMT1 block	STEP inh	Scp-1 inhibitor	NadD inh	MT1-MMP act inh	SKN-1 inh	SUMO1-SIM PPI	LMPTP block	Rpn11 inh	NRP1-CendR mod
# Cc1ccc(CSc2nnc(CNc3ccc(F)cc3)o2)cc1 in the list: 3	-2	-12	-5	1	15	-2	0.7	i	3
# Cc1cc(-c2ccccc2)[nH]c(=O)c1S(=O)(=O)c1ccc(Cl)cc1 in the list: 20	-3	-3	3	3	7	1	-1.2	i	-7
# O=S(=O)(c1ccc(Cl)cc1)N1CCN(C(=S)Nc2ccc(F)c(Cl)c2)CC1 in the list: 10	0	-8	-1	11	-4	2	3.2	i	1
# COc1ccc(CNC(=O)c2cnc3n(c2=O)CCS3)cc1 in the list: 0	-1	-13	0	-3	7	4	0.8	i	-9
# CCOC(=O)CNC(=O)CCNS(=O)(=O)c1ccc2c(c1)c(=O)n(C)c(=O)n2C in the list: 4	1	-4	-2	1	7	4	-0.5	i	9

# (continued)
SMILES,DNMT1 block,STEP inh,Scp-1 inhibitor,NadD inh,MT1-MMP act inh,SKN-1 inh,SUMO1-SIM PPI,LMPTP block,Rpn11 inh,NRP1-CendR mod
N#CCC(=O)N/N=C\c1ccc(OC/C=C/c2ccccc2)cc1,-5,0,9,19,-1,-18,1,2.0,i,2
CC1(C(=O)Nc2ccc3c(c2)OCCO3)CCN1C(=O)C1(c2ccc(Cl)cc2)CC1 (stereo not given),-3,1,x,-5,-1,15,-2,1.3,i,-1
Cc1ccc(C2=NN(C)c3nc4ccccc4n3C2)cc1,-3,-2,1,-6,-1,12,-10,2.2,i,3
C=C(C)Cn1c2ccc(NC(=O)NCc3ccc(F)cc3)cc2c(=O)n1C,-1,3,x,-1,1,19,-2,1.9,i,3
COc1ccc(C(=O)/C=C/Nc2cccc(C)n2)cc1OC,1,1,-13,0,1,4,-11,0.7,i,22
NC1=Nc2cccc3cccc1c23,2,-2,-2,-6,47,18,-9,4.2,i,-14
CCCCNc1cc(=O)n(C)c(=O)n1C,-2,-6,-3,-1,5,-2,1,-0.9,i,3
CC1(C)c2ccccc2N(CC(N)=O)C12C=Cc1ccccc1O2 (stereo not given),0,0,8,2,7,41,18,-0.1,i,10
